Compound activity: PubChem, National Center for Advancing Translational Sciences (NCATS)
AmpC inh detg: qHTS Inhibitors of AmpC Beta-Lactamase (assay with detergent). P00811. AmpC hydrolysis of nitrocefin, absorbance 480 nm, 0.01% Triton. Potency, µM (doses to about 114 µM), without a hit: at the top dose activity change, negative = inhibition, hits mostly inhibitors. actives 0.041% (n = 370,000);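 note: potency is the fitted concentration of half-maximal effect; 0% = no-compound wells and -100% = no-enzyme wells; nearly all actives have a fitted effect of over 25% in size; some results filed as inactive show a strong effect at the top dose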
Target sequence (P00811 whole entry, looked up): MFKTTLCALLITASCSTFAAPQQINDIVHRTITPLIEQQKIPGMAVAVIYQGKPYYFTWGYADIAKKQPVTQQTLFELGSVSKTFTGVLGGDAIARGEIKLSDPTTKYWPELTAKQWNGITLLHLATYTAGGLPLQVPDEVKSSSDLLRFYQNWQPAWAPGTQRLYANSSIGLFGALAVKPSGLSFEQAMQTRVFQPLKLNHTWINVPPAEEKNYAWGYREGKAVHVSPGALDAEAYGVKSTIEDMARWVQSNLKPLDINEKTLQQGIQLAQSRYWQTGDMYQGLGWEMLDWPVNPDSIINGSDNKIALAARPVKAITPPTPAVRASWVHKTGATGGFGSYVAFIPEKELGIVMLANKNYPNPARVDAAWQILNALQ
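20 mM phosphate pH 7.0 + 0.01% (detergent screen) or 0.0001% Triton X-100; 5.3 nM AmpC reagent; cpd preinc 15 min RT; nitrocefin (800 uM stock) to start; A480 q20 s × 4 min; Activity was normalised to no-enzyme and no-compound control wells.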
HCMV inh: qHTS Assay for inhibitors of the human cytomegalovirus (HCMV). AID 1259415, 2018. HFF cells, HCMV-luciferase reporter, 72 h; stronger effect = lower value. actives 4.5% (n = 410,000). activity change, negative = inhibition, % at 57.5 µM; in the data active = activity change below about -60%; inconclusive = no clear call, values can overlap the other calls; inactive = above about -39%; note: % is set by controls: 0 for no effect and ±100 for the full control effect
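Cell-based, HFFs, 1000 cells/well, 16 h 37C; cpds in DMSO + HCMV-luc, MOI 1 PFU/cell; 72 h 37C; OneGlo luminescence after 5 min RT; norm. to buffer vs Salinomycin 10uM.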
Shiga toxin inh: A qHTS for Small Molecule Inhibitors of Shiga Toxin; inhibition, % at 38.7 µM; actives 9.2% (n = 290,000); Vero cells, Shiga toxin protein synthesis inhibition reporter; AID 2315, 2010; in the data active = inhibition mostly above about 28%, no sharp cut-off; inactive = mostly below about 43%; note: 0% is about no effect
CHX counter: Cycloheximide Counterscreen for Small Molecule Inhibitors of Shiga Toxin; cell reporter, cycloheximide protein synthesis inhibition counterscreen; actives 12% (n = 300,000); max response, %; in the data active = max response mostly above about 13%, no sharp cut-off; inactive = mostly below about 14%; note: read at 38.3 µM for the half of the compounds with a filed dose; 0% is about no effect
FBPA Giardia inh: qHTS Assay for Inhibitors of Fructose-1,6-bisphosphate Aldolase from Giardia Lamblia; A8B2U2; AID 2451, 2010; Potency, µM (top dose mostly 59.6 µM), without a hit: top-dose activity, negative = inhibition, hits mostly inhibitors; purified Giardia FBPA; actives 0.71% (n = 290,000); note: potency is the fitted concentration of half-maximal effect; % is set by controls: 0 for no effect and ±100 for the full control effect; nearly all actives have a fitted effect of over 55% in size
Target sequence (A8B2U2 whole entry, looked up): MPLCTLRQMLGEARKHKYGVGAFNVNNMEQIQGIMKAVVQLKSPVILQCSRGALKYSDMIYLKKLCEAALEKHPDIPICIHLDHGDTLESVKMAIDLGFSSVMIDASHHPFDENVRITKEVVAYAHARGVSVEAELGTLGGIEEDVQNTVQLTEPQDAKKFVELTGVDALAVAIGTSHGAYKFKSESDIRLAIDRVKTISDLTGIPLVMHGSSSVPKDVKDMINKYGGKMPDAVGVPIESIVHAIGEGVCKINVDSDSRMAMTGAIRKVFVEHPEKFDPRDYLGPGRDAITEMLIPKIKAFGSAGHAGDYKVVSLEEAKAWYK
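Giardia FBPA (40 nM reagent) was preincubated 10 min at RT with compound (up to 57.5 uM final), then substrate plus GAPDH/TPI/NAD/arsenate coupling system with diaphorase/resazurin was added; resorufin fluorescence (525/598 nm) was read after 20 min.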
AmpC no deterg: qHTS Inhibitors of AmpC Beta-Lactamase (assay without detergent) | actives 0.52% (n = 330,000) | Potency, µM (series often up to 57.1 µM), for inactives: at the top dose activity change, negative = inhibition, actives largely listed as inhibitors | AID 485341, 2010 | AmpC nitrocefin hydrolysis, absorbance 480 nm, 0.0001% Triton;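 note: potency is the fitted concentration of half-maximal effect; plate controls were no compound for no effect and no enzyme for full effect; nearly all actives have a fitted effect of over 20% in size; some results filed as inactive show a strong effect at the top dose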
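20 mM phosphate pH 7.0 + 0.01% (detergent screen) or 0.0001% Triton X-100; 5.3 nM AmpC reagent; cpd preinc 15 min RT; nitrocefin (800 uM stock) to start; A480 q20 s × 4 min; Activity was normalised to no-enzyme and no-compound control wells.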
AMA1-RON2 inh: qHTS for Inhibitors of AMA1-RON; Towards Development of Antimalarial Drug Lead: Primary Screen | Plasmodium falciparum AMA1 (3D7) - RON2 peptide interaction | AlphaScreen AMA1-biotinylated RON2 peptide binding | Potency, µM (top dose mostly 58.2 µM), for the others: top-dose activity change, negative = inhibition, actives largely listed as inhibitors | actives 0.2% (n = 360,000) | AID 720542, 2013;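 note: potency is the fitted concentration of half-maximal effect; 0% = vehicle wells and -100% = peptide control; nearly all actives have a fitted effect of over 45% in size; some results filed as inactive show a strong effect at the top dose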
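AMA1 (3D7) with his tag at 25 nM final met compounds first, then biotinylated RON2 peptide at 25 nM; detection used donor plus acceptor beads, 10 µg/mL apiece, read by AlphaScreen after 30 min at room temperature.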
* = called active by the depositor; ? = inconclusive; nt = no result given; & = joins results of further samples; [ ] = another dose, or the depositor's remark. Unless noted, calls come from the whole dose curve; as a rule, active = well fitted curve in the direction sought with a large enough effect; inconclusive = small, poorly fitted or top-dose-only effect, or another doubt; inactive = no such curve, though single readings can be large; an effect the other way counts as inactive or inconclusive.

The first 2 entries, to show the layout:
1: COc1cccc(CN=C2Nc3ccccc3CS2)c1
2: CN(C)S(=O)(=O)c1ccc(N=Cc2c(C(F)(F)F)[nH][nH]c2=O)cc1

entry no.	1	2
AmpC inh detg	?	?
HCMV inh	-17	-30
Shiga toxin inh	77*	15
CHX counter	54*	-5
FBPA Giardia inh	-2%	-10%
AmpC no deterg	-40%	-15%
AMA1-RON2 inh	2%	5%

The whole of this part, previewed entries included:
1: COc1cccc(CN=C2Nc3ccccc3CS2)c1
2: CN(C)S(=O)(=O)c1ccc(N=Cc2c(C(F)(F)F)[nH][nH]c2=O)cc1
3: Cc1cc(/C=N/n2c(COc3ccccc3)nc3ccccc3c2=O)c(O)c([N+](=O)[O-])c1
4: Cn1nc(C(=O)Nc2ccc(S(=O)(=O)N3CCCC3)cc2)ccc1=O
5: Cc1nnc(NC(=O)CSCc2cc(=O)c3ccccc3[nH]2)s1
6: COc1cc(NC(=O)CCc2c(C)nn(-c3ccc(N4CCOCC4)nn3)c2C)cc(OC)c1OC

entry no.	1	2	3	4	5	6
AmpC inh detg	?	?	?	?	?	-3%&13%
HCMV inh	-17	-30	-63*	50	19	9&5
Shiga toxin inh	77*	15	51	-9	nt	2
CHX counter	54*	-5	6	-1	nt	2
FBPA Giardia inh	-2%	-10%	8%	0%	nt	2%
AmpC no deterg	-40%	-15%	20µM*	-20%	-18%	2%
AMA1-RON2 inh	2%	5%	?	9%	nt	-2%

7: COc1ccc(CNC(=O)COC(=O)c2sccc2C)cc1OC
8: Cc1cc(C(=O)COC(=O)c2ccc(Br)o2)c(C)n1Cc1ccco1
9: C[n+]1nc(Nc2cccc3ccccc23)sc1-c1ccc(C(=O)O)cc1
10: COC(=O)Cn1c(=O)c(=O)n(CC(=O)OC)c2ccccc21
11: O=C(CCNc1n[nH]c(=O)[nH]c1=O)N/N=C/c1ccc(C(F)(F)F)cc1
12: O=C(Nc1ccccc1N1CCCC1)C1CCN(S(=O)(=O)c2ccc(F)cc2)CC1

entry no.	7	8	9	10	11	12
AmpC inh detg	nt	-1%	-2%	5%	4%	?
HCMV inh	-6	-11	nt	-10	2	-6
Shiga toxin inh	nt	97*	35*	-2	23	nt
CHX counter	nt	52*	18*	2	12	nt
FBPA Giardia inh	nt	-5%	-1%	5%	12%	nt
AmpC no deterg	-2%	-40%	-14%	-16%	-28%	-17%
AMA1-RON2 inh	-4%	nt	nt	3%	21%	2%

13: O=S(=O)(c1ccc(Cl)nc1)N1CCc2ccccc21
14: Cc1ccc(N(CC(=O)NCc2ccc(F)cc2)C(=O)c2ccco2)cc1C
15: O=C(c1ccccc1S(=O)(=O)NCC(O)COc1ccc([N+](=O)[O-])cc1)N1CCCCC1 (stereo unspecified)
16: CC(C)CC(=O)NCCCCc1ccccc1
17: CCCn1nnnc1NCc1ccc(OC)cc1OC
18: CCS(=O)(=O)N1CCCC(C(=O)NCC2CCCO2)C1 (stereo unspecified)

entry no.	13	14	15	16	17	18
AmpC inh detg	5%	-1%	?	3%	-19%	-1%
HCMV inh	0	-1	?	-10	15	15
Shiga toxin inh	12	1	-12	17	-3	-12
CHX counter	11	-3	-1	5	-2	-3
FBPA Giardia inh	-14%	5%	2%	0%	-2%	-6%
AmpC no deterg	-19%	11%	35%	-3%	8%	-11%
AMA1-RON2 inh	4%	-7%	9%	-3%[2.32 µM]	7%	-1%

19: CSCC[C@H](NC(=O)[C@H](CCCNC(=N)N)NC(=O)[C@H](Cc1ccc(O)cc1)NC(=O)[C@@H]1CCCN1C(=O)CNC(=O)[C@H](CCC(=O)O)NC(=O)[C@H](CC(=O)O)NC(=O)[C@H](CCCCN)NC(=O)[C@H](CCCCN)NC(=O)[C@H](CCC(=O)O)NC(=O)[C@H](C)N)C(=O)N[C@@H](CCC(=O)O)C(=O)N[C@@H](Cc1cnc[nH]1)C(=O)N[C@@H](Cc1ccccc1)C(=O)N[C@@H](CCCNC(=N)N)C(=O)N[C@@H](Cc1c[nH]c2ccccc12)C(=O)NCC(=O)N[C@@H](CO)C(=O)N1CCC[C@H]1C(=O)N1CCC[C@H]1C(=O)N[C@@H](CCCCN)C(=O)N[C@@H](CC(=O)O)C(=O)O
20: COc1cccc(NC(=O)CN(C)CC(=O)Nc2ccc(Br)cc2)c1
21: COc1cccc(/C=N/NC(=O)c2nnn(-c3nonc3N)c2C(C)C)c1OCc1ccc(F)cc1
22: CCCOP(=O)(c1ccc(N(C)C)cc1)C(O)c1cc(OC)ccc1OC (stereo unspecified)
23: O=[N+]([O-])c1ccc(N2CCSCC2)cc1
24: O=C(O)CCCCOn1ccnc1

entry no.	19	20	21	22	23	24
AmpC inh detg	nt	-9%	-1%	-6%	5%	3%
HCMV inh	nt	18	nt	-31	-32	?
Shiga toxin inh	-12	27	15	-21	52	-18
CHX counter	1	3	-5	-2	12	-3
FBPA Giardia inh	-1%	-8%	nt	10%	3%	0%
AmpC no deterg	nt	37%	26%	1%	-7%	10%
AMA1-RON2 inh	nt	29%	19%	-10%	-5%	13%

25: COc1ccccc1C1=NOC(COC(=O)c2ccc(Br)cc2)C1 (stereo unspecified)
26: COC(=O)c1ccc(COc2cc([N+](=O)[O-])cc3cccnc23)cc1
27: Cc1ccc(CNc2ccc3c(c2)OCO3)c(C)c1
28: O=C(Nc1ccccc1)N(CCN1CCOCC1)Cc1ccccc1F
29: Cc1nn(-c2ccccc2)c(C)c1C(=O)OCC(=O)N(C)c1ccccc1
30: c1ccc(C2(N3CCCCC3)CCCCC2)cc1

entry no.	25	26	27	28	29	30
AmpC inh detg	1%	5%	0%	3%	-12%	nt
HCMV inh	-13	-36	nt	-6	-22	9
Shiga toxin inh	1	14	91*	-3	nt	nt
CHX counter	2	1	44*	15*	nt	nt
FBPA Giardia inh	0%	-4%	?	0%	nt	nt
AmpC no deterg	-19%	-12%	nt	-15%	31%	-12%
AMA1-RON2 inh	13%	0%	nt	3%	0%	2%

31: Cc1ccc(C)c(Sc2ccc(S(=O)(=O)Nc3ccc(C(=O)O)cc3)cc2)c1
32: Cc1cc(C)c2cc(CN(CCO)C(=O)Nc3ccc(F)cc3)c(=O)[nH]c2c1
33: COC(=O)c1cc[n+](CC(=O)c2ccccc2)cc1
34: CN1CCN(/N=C/c2nc(-c3ccccc3Cl)n3ccccc23)CC1
35: Cc1ccnc(NC(=O)c2ccc3c(c2)C(=O)N(CC2CCCO2)C3=O)c1 (stereo unspecified)
36: CCN(CC)S(=O)(=O)c1ccc(-c2nnc(SCC(=O)N3c4ccccc4CC3C)n2CC)cc1 (stereo unspecified)

entry no.	31	32	33	34	35	36
AmpC inh detg	-1%	?	6%	-11%	3%	-8%
HCMV inh	0	26	2	-24	41	?
Shiga toxin inh	nt	-14	24	-12	62*	0
CHX counter	nt	1	26*	-2	24*	1
FBPA Giardia inh	nt	3%	-6%	-9%	6%	2%
AmpC no deterg	-38%	-24%	-29%	28%	9%	-10%
AMA1-RON2 inh	-11%	48%[activator]	20%	-5%[2.32 µM]	9%	-11%[11.6 µM]

37: Cc1ccc(NC2=C/C(=N/S(=O)(=O)c3cccs3)c3ccccc3C2=O)cc1C
38: COc1cccc(NC(=O)CN(C)C(=O)CSC(=S)N2CCCC2)c1
39: O=S(=O)(NCCc1ccncc1)c1cc(Br)ccc1F
40: CCOc1ccc(Nc2c3ccccc3nc3ccccc23)cc1
41: Cc1cc(C(C#N)c2ccccc2)n2ncnc2n1 (stereo unspecified)
42: O=C(COC(=O)c1ccccc1)c1ccc2c(c1)OCCO2

entry no.	37	38	39	40	41	42
AmpC inh detg	2%	?	?	-3%	-7%	0%
HCMV inh	62	-13	-36	-81*	43	-33
Shiga toxin inh	50*	nt	-10	36*	-3	nt
CHX counter	31*	nt	1	17	2	nt
FBPA Giardia inh	?	nt	1%	-14%	1%	nt
AmpC no deterg	-21%	1%	-26%	-13%	-10%	-22%
AMA1-RON2 inh	-15%	6%	-12%	-17%	12%	10%

43: COc1ccc(OCC(=O)Nc2ccc(S(=O)(=O)N(C)c3ccccc3)cc2)cc1
44: Cc1cc(C)nc(N=Nc2c(O)n(Cc3ccc(Cl)cc3)c3ccccc23)n1
45: CCc1ccc(NC(=O)C(=O)NNC(=O)c2cccc(OC)c2)cc1
46: COc1ccc(CN2CCC(N3CC(C)OC(C)C3)CC2)c(OC)c1OC (stereo unspecified)
47: C/C(=N/Nc1nc(-c2ccccc2F)nc2ccccc12)c1ccccc1O
48: CC1CCCC(C)N1C(=O)c1ccc(S(=O)(=O)NCc2ccco2)cc1 (stereo unspecified)

entry no.	43	44	45	46	47	48
AmpC inh detg	4%	-19%	-8%	?	-2%	-6%
HCMV inh	-16	-31	-10	19	?	-76*
Shiga toxin inh	-12	-7	-10	-3	-3	46*
CHX counter	0	2	1	-2	-1	27*
FBPA Giardia inh	6%	-7%	14%	?	2%	3%
AmpC no deterg	-26%	9%	-24%	-11%	-5%	17%
AMA1-RON2 inh	-14%	-20%	79%[activator]	13µM*	61%[activator]	8%

Full records, quoted from the list. Values in the order: AmpC inh detg, HCMV inh, Shiga toxin inh, CHX counter, FBPA Giardia inh, AmpC no deterg, AMA1-RON2 inh
C/C(=N/Nc1nc(-c2ccccc2F)nc2ccccc12)c1ccccc1O reads -2%, ?, -3, -1, 2%, -5%, 61%[activator]
COc1ccc(OCC(=O)Nc2ccc(S(=O)(=O)N(C)c3ccccc3)cc2)cc1 reads 4%, -16, -12, 0, 6%, -26%, -14%
CCc1ccc(NC(=O)C(=O)NNC(=O)c2cccc(OC)c2)cc1 reads -8%, -10, -10, 1, 14%, -24%, 79%[activator]

Going on with the list.
49: O=C(NC(=O)c1ccccc1F)OCc1ccc(Cl)cc1Cl
50: CC(=O)c1ccccc1NC(=O)C1CCCN(C(=O)c2ccc(Cl)cc2)C1 (stereo unspecified)
51: Cc1ccccc1-c1nnnn1C1CCS(=O)(=O)C1 (stereo unspecified)
52: O=[N+]([O-])c1ccc2sc(SCc3nc4ccccn4c3Br)nc2c1
53: CCOc1ccccc1CN1CCN(C2CCSCC2)CC1CCO (stereo unspecified)

entry no.	49	50	51	52	53
AmpC inh detg	3%	5%	-12%	1%	1%
HCMV inh	4	-17	-67*	nt	6
Shiga toxin inh	69*	nt	-16	1	-14
CHX counter	26*	nt	-3	0	-2
FBPA Giardia inh	0%	nt	0%	1%	0%
AmpC no deterg	-35%	35%	-19%	-16%	-38%
AMA1-RON2 inh	5%	8%	-6%	nt	-11%
